Compound activity: PubChem BioAssay, Broad Institute
TcdB inh: TcdB glycohydrolase inhibitors, primary screen, biochemical, single point, plate reader | Toxin B (Clostridioides difficile), P18177 | TcdB glycohydrolase enzymatic assay | inhibition, % at 9.99 µM | actives 0.24% (n = 350,000); in the data active = inhibition above about 10%
* = called active by the depositor. A portion of the library; the hit share may differ from the screen's.

Cc1noc(C)c1S(=O)(=O)N(C)C[C@@H]1Oc2ccc(NS(C)(=O)=O)cc2CC(=O)N([C@H](C)CO)C[C@@H]1C
- TcdB inh: -0.6

CN(C)C(=O)C[C@H]1C[C@H]2c3cc(NC(=O)CC4CC4)ccc3O[C@H]2[C@@H](CO)O1
- TcdB inh: 0.1

CC=Cc1ccc2n(c1=O)C[C@@H]1[C@@H](CO)[C@H](C(=O)NCc3ccc(F)cc3)N(C)[C@H]21 (mixture of isomers)
- TcdB inh: -0.7

Cc1ccc(S(=O)(=O)N(C)C[C@H]2Oc3c(NC(=O)CCCCCC(=O)Nc4ccccc4N)cccc3C(=O)N([C@@H](C)CO)C[C@@H]2C)cc1
- TcdB inh: 0.0

O=C(Nc1cc(F)ccc1F)N1CC(=O)N2[C@H](CO)[C@@H](c3ccc(/C=C/c4ccccc4)cc3)[C@@H]2C1
- TcdB inh: -0.2

O=C(C1CCCC1)N1C[C@@H]2[C@H](c3ccccc31)[C@@H](CO)N2C(=O)c1ccccc1
- TcdB inh: 0.0

COc1ccc(-c2ccc([C@H]3[C@H]4CN(C(=O)c5ccc(F)cc5)CCCCN4[C@H]3CO)cc2)cc1
- TcdB inh: -1.9

CCCC#Cc1ccc2c(c1)O[C@@H](CN(C)C(=O)c1cccnc1)[C@H](C)CN([C@H](C)CO)S2(=O)=O
- TcdB inh: 0.8

COCC(=O)Nc1ccc2c(c1)C(=O)N(C)C[C@H](OC)[C@H](C)CN(C(=O)c1ccccn1)[C@@H](C)CO2
- TcdB inh: -0.1

COc1ccc2c3c(n(C)c2c1)[C@@H](CO)N(Cc1cccnc1)CC31CCN(C(=O)c2cccnc2)CC1
- TcdB inh: 0.0

C[C@@H]1CN([C@@H](C)CO)C(=O)c2cccc(NC(=O)NC3CCCCC3)c2O[C@@H]1CN(C)C(=O)NC1CCCCC1
- TcdB inh: 1.7

COc1ccc(CN(C)C[C@H]2OCCCC[C@H](C)Oc3ccc(NC(=O)Nc4ccc5c(c4)OCO5)cc3C(=O)N([C@H](C)CO)C[C@H]2C)cc1
- TcdB inh: -0.2

OC[C@H]1[C@H](c2ccc(-c3cccc(F)c3)cc2)[C@H]2CN(Cc3cncnc3)CCCCN21
- TcdB inh: -0.7

C[C@H](CO)N1C[C@H](C)[C@H](CN(C)Cc2ccccc2)OCCCC[C@H](C)Oc2ccc(NC(=O)c3ccncc3)cc2C1=O
- TcdB inh: -1.4

C[C@@H]1CN([C@@H](C)CO)C(=O)c2cc(N(C)C)ccc2O[C@H]1CN(C)S(=O)(=O)c1cccs1
- TcdB inh: -2.6

O=C(Cc1ccccc1)N1CC(=O)N2[C@@H](CO)[C@@H](c3ccc(Br)cc3)[C@@H]2C1
- TcdB inh: 0.4

Cc1ccc(S(=O)(=O)N(C)C[C@H]2Oc3ccc(NC(=O)CCCN(C)C)cc3C(=O)N([C@H](C)CO)C[C@@H]2C)cc1
- TcdB inh: 0.0

CN1CCN(C(=O)C[C@H]2CC[C@H]3[C@@H](COC[C@H](O)CN3Cc3cccc(-c4ccncc4)c3)O2)CC1
- TcdB inh: -1.6

O=C(C[C@@H]1CC[C@@H](NC(=O)Nc2ccc3c(c2)OCO3)[C@H](CO)O1)NCc1ccc(F)cc1
- TcdB inh: 0.1

COc1ccc(NC(=O)Nc2ccc3c(c2)C(=O)N([C@@H](C)CO)C[C@@H](C)[C@@H](CN(C)C(=O)CCCN(C)C)OCCCC[C@@H](C)O3)cc1
- TcdB inh: 0.9

C[C@@H]1CCCCO[C@@H](CN(C)Cc2ccc3c(c2)OCO3)[C@H](C)CN([C@H](C)CO)C(=O)c2cc(NC(=O)CCC(F)(F)F)ccc2O1
- TcdB inh: -1.1

COc1ccc(S(=O)(=O)N(C)C[C@@H]2OCCCC[C@@H](C)Oc3ccc(NC(=O)Nc4ccc5c(c4)OCO5)cc3C(=O)N([C@@H](C)CO)C[C@@H]2C)cc1
- TcdB inh: 0.3

CCC(=O)N1CC2(C1)[C@H](c1ccc(-c3ccccc3OC)cc1)[C@@H](CO)N2C(C)=O
- TcdB inh: 0.5

COc1ccc2c3c([nH]c2c1)[C@H](CO)N(C(=O)NC1CCCC1)CC31CN(C(=O)Nc2cccc(F)c2)C1
- TcdB inh: -3.6

C[C@H]1CN([C@@H](C)CO)C(=O)c2cc(C#Cc3ccccc3)cnc2O[C@H]1CN(C)C(=O)CN(C)C
- TcdB inh: 1.0

C[C@@H]1CN([C@H](C)CO)C(=O)c2cc(NC(=O)Nc3ccccc3)ccc2O[C@@H]1CN(C)C
- TcdB inh: 0.5

CC(C)NC(=O)N(C)C[C@H]1Oc2ncc(C#CCc3ccccc3)cc2C(=O)N([C@@H](C)CO)C[C@@H]1C
- TcdB inh: -0.3

CC(C)(C)[S@](=O)N1Cc2cc(C(=O)NCc3ccncc3)nc(-c3cccc(-c4ccncc4)c3)c2[C@@H]1CCO
- TcdB inh: 1.9

C[C@@H]1CN([C@H](C)CO)C(=O)c2cc(N(C)C)ccc2O[C@@H]1CN(C)Cc1ccc(Oc2ccccc2)cc1
- TcdB inh: -7.4

C[C@@H]1CN([C@@H](C)CO)C(=O)c2cc(NS(C)(=O)=O)ccc2O[C@H]1CN(C)Cc1ccccc1
- TcdB inh: 1.0

O=C(C[C@@H]1CC[C@@H](NC(=O)c2ccccc2)[C@@H](CO)O1)NCc1ccncn1
- TcdB inh: -0.9

COc1ccccc1-c1cn(CC[C@H]2CC[C@H](NC(=O)NC(C)C)[C@H](CO)O2)nn1
- TcdB inh: -1.7

CNC(=O)C[C@H]1CC[C@H]2[C@@H](COc3ccc(NC(=O)Nc4cccc(C#N)c4)cc3C(=O)N2C)O1
- TcdB inh: -6.2

CC(=O)N1[C@H](CNC(=O)C2CC2)[C@@H](c2ccc(-c3ccc(F)cc3)cc2)[C@@H]1CO
- TcdB inh: -0.1

CCCN1[C@@H]2c3cccc(=O)n3C[C@@H]2[C@@H](CO)[C@@H]1C(=O)NC1Cc2ccccc2C1
- TcdB inh: 1.0

Cn1cnc(S(=O)(=O)N2C[C@H](O)COC[C@@H]3O[C@H](CC(=O)NCc4cc(F)cc(F)c4)CC[C@H]32)c1
- TcdB inh: 0.2

C[C@H](NC(=O)C[C@H]1C[C@H]2c3cc(NC(=O)C4CCOCC4)ccc3O[C@H]2[C@H](CO)O1)c1ccccc1
- TcdB inh: -1.7

CC(C)NC(=O)Nc1ccc2c(c1)C(=O)N([C@@H](C)CO)C[C@H](C)[C@H](CN(C)S(=O)(=O)c1cn(C)cn1)O2
- TcdB inh: 1.2

C[C@H](CO)N1C[C@H](C)[C@H](CN(C)CC2CC2)Oc2c(NC(=O)c3ccncc3)cccc2C1=O
- TcdB inh: -0.1

COc1ccccc1C(=O)N1C[C@H]2[C@@H](c3ccccc31)[C@H](CO)N2Cc1ccc(F)cc1
- TcdB inh: 0.0

O=C(Nc1ccc2c(c1)[C@@H]1C[C@@H](CC(=O)N3CCOCC3)O[C@@H](CO)[C@@H]1O2)C1CCOCC1
- TcdB inh: 0.0

CO[C@H]1CN(C)C(=O)c2cccc(C#N)c2OC[C@H]2O[C@H](CC[C@H]2OC)CCN(C)C(=O)[C@@H]1C
- TcdB inh: -0.1

O=C(C[C@@H]1CC[C@@H]2[C@H](COC[C@@H](O)CN2C(=O)CCN2CCCCC2)O1)NCc1ccncc1
- TcdB inh: -0.1

CN1C(=O)c2cc(NC(=O)C3CCCC3)ccc2OC[C@@H]2O[C@@H](CC(=O)NCC(F)(F)F)CC[C@@H]21
- TcdB inh: 0.7

CO[C@@H]1CN(C)C(=O)c2cc(NC(=O)C3CCC3)ccc2OC[C@H](C)N(Cc2nccs2)C[C@@H]1C
- TcdB inh: -2.3

CC(=O)N1CCCCN2[C@H](C1)[C@H](c1ccc(-c3cccc(C(=O)N(C)C)c3)cc1)[C@@H]2CO
- TcdB inh: -1.2

CO[C@@H]1CN(C)C(=O)c2cc(NC(=O)NC3CCCCC3)ccc2OC[C@H](C)NC[C@H]1C
- TcdB inh: -0.3

CN(C)C(=O)C[C@H]1CC[C@@H]2[C@H](COc3ccc(NC(=O)NCc4ccccc4)cc3C(=O)N2C)O1
- TcdB inh: -0.3

O=C(CN1CCOCC1)NCC[C@@H]1CC[C@H](NC(=O)Nc2ccc(C(F)(F)F)cc2)[C@@H](CO)O1
- TcdB inh: 1.3

COCC(=O)Nc1ccc2c(c1)[C@@H]1C[C@@H](CC(=O)NCc3cccc(F)c3)O[C@H](CO)[C@@H]1O2
- TcdB inh: 0.0

COc1cccc(C(=O)Nc2ccc3c(c2)OC[C@H](C)N(C(C)=O)C[C@@H](C)[C@@H](OC)CN(C)C3=O)c1
- TcdB inh: 0.3

CC(=O)N(C)C[C@@H]1Oc2cc(C#Cc3ccccc3F)ccc2S(=O)(=O)N([C@@H](C)CO)C[C@H]1C
- TcdB inh: -1.6

COc1ccc2c3c([nH]c2c1)[C@H](CO)N(C)CC31CCN(C(=O)c2ccccc2F)CC1
- TcdB inh: 0.9

CO[C@H]1CN(C)C(=O)c2ccc(NC(=O)c3ccno3)cc2OC[C@H](C)N(S(C)(=O)=O)C[C@H]1C
- TcdB inh: -0.7

Cc1noc(C)c1NC(=O)Nc1ccc2c(c1)C(=O)N([C@@H](C)CO)C[C@@H](C)[C@@H](CN(C)S(=O)(=O)c1cccs1)OCCCC[C@H](C)O2
- TcdB inh: -0.3

O=C(c1ccc2c(c1)OCO2)N1CC2(C1)[C@H](c1ccccc1)[C@H](CO)N2C(=O)C1CCCC1
- TcdB inh: 0.3

COc1ccc2c3c(n(C)c2c1)[C@H](CO)N(C(=O)Nc1c(C)noc1C)CC31CCN(CC2CC2)CC1
- TcdB inh: 0.0

CN(C)C(=O)C[C@H]1CC[C@H](NC(=O)C2CCOCC2)[C@H](CO)O1
- TcdB inh: 1.1

CN1C[C@H]2[C@@H](c3ccccc31)[C@@H](CO)N2Cc1ccccc1
- TcdB inh: -2.9

C[C@@H]1CN([C@H](C)CO)C(=O)c2cc(-c3ccc(C(=O)N(C)C)cc3)cnc2O[C@@H]1CN(C)Cc1ccc(C(=O)O)cc1
- TcdB inh: -2.2

C[C@@H]1CCCCO[C@H](CN(C)C(=O)C2CCCCC2)[C@@H](C)CN([C@@H](C)CO)C(=O)c2cc(NC(=O)Nc3ccc(F)cc3)ccc2O1
- TcdB inh: 0.6

C[C@@H]1CN([C@H](C)CO)C(=O)Cc2cc(NS(=O)(=O)c3ccc(F)cc3)ccc2O[C@@H]1CN(C)C(=O)Nc1ccc(F)cc1
- TcdB inh: 0.1

COc1ccc(NC(=O)Nc2ccc3c(c2)[C@@H]2C[C@@H](CC(=O)NCc4ccccc4F)O[C@@H](CO)[C@@H]2O3)cc1
- TcdB inh: -2.1

Cc1cccc(S(=O)(=O)N[C@@H]2CC[C@@H](CCNC(=O)c3cnccn3)O[C@@H]2CO)c1
- TcdB inh: -0.6

C[C@@H]1CN([C@H](C)CO)S(=O)(=O)c2ccc(C3=CCCC3)cc2O[C@H]1CN(C)Cc1ccccc1F
- TcdB inh: -11.0

N#Cc1ccc(-c2ccc([C@@H]3[C@@H](CO)N4C(=O)CN(C(=O)C5CCCC5)C[C@@H]34)cc2)cc1
- TcdB inh: -1.2

C[C@H](CO)N1C[C@H](C)[C@H](CN(C)S(=O)(=O)c2ccc(F)cc2)Oc2ccc(NC(=O)CCC(F)(F)F)cc2C1=O
- TcdB inh: 1.5

CC(C)NC(=O)N(C)C[C@@H]1Oc2ccc(NC(=O)CCC(F)(F)F)cc2C(=O)N([C@H](C)CO)C[C@H]1C
- TcdB inh: 0.3

C[C@@H]1CN([C@@H](C)CO)C(=O)Cc2cc(NC(=O)Nc3ccc(C(F)(F)F)cc3)ccc2O[C@@H]1CN(C)CC1CC1
- TcdB inh: 0.2

C[C@H]1CN([C@@H](C)CO)C(=O)Cc2cc(NS(C)(=O)=O)ccc2O[C@H]1CN(C)C
- TcdB inh: -0.3

CCNC(=O)C[C@@H]1CC[C@H](NC(=O)C2CCOCC2)[C@H](CO)O1
- TcdB inh: 0.0

CC=Cc1ccc2n(c1=O)C[C@@H]1[C@@H](CO)[C@H](C(=O)NC3CCC3)N(Cc3ccncc3)[C@H]21 (mixture of isomers)
- TcdB inh: -0.6

C[C@@H]1CCCCO[C@H](CN(C)C(=O)Nc2cccc3ccccc23)[C@H](C)CN([C@@H](C)CO)C(=O)c2cc(NS(C)(=O)=O)ccc2O1
- TcdB inh: 0.4

C[C@@H]1CN([C@H](C)CO)C(=O)Cc2cc(NC(=O)c3ccncc3)ccc2O[C@@H]1CN(C)C(=O)Nc1cccc2ccccc12
- TcdB inh: 0.8

COc1ccc([Si](C)(C)[C@H]2[C@H](CCO)O[C@@]3(C(=O)N(Cc4cccc(N5CCOC5=O)c4)c4ccccc43)[C@@H]2C)cc1
- TcdB inh: -7.9

C[C@@H]1CN([C@@H](C)CO)S(=O)(=O)c2ccc(C#CC3CC3)cc2O[C@H]1CN(C)C(=O)Cc1ccncc1
- TcdB inh: 0.1

COc1ccc(NC(=O)N(C)C[C@H]2OCCCC[C@@H](C)Oc3ccc(NS(C)(=O)=O)cc3C(=O)N([C@H](C)CO)C[C@H]2C)cc1
- TcdB inh: -2.1

C[C@@H]1CN([C@H](C)CO)C(=O)c2cc(NC(=O)Nc3ccc(C(F)(F)F)cc3)ccc2O[C@@H]1CN(C)C
- TcdB inh: -0.2

COc1ccc(CN(C)C[C@@H]2Oc3ccc(NS(=O)(=O)c4ccc(C)cc4)cc3CC(=O)N([C@H](C)CO)C[C@H]2C)cc1
- TcdB inh: -3.5

CN1CCCCN2[C@@H](CO)[C@@H](c3ccc(-c4ccccc4)cc3)[C@@H]2C1
- TcdB inh: 1.0

CCN(C[C@@H]1[C@@H](c2ccccc2)[C@@H](CO)N1C(=O)COC)C(=O)NC(C)C
- TcdB inh: 0.6

O=C(C1CCC1)N1CC2(C1)[C@@H](c1ccccc1)[C@@H](CO)N2CCC(F)(F)F
- TcdB inh: 1.2
